High-throughput results (PubChem)
H37Rv inhibition = M. tuberculosis growth inhibition, HTS (AID 449762); one-dose inhibition, % at 25 µM; IC50 in µM for titrated hits; actives 0.59% (n = 330,000); M. tuberculosis H37Rv growth inhibition, 7H9 media; higher % means a stronger effect; in the data active means a potency from the dose series; inconclusive means inhibition above about 70% without an active follow-up result;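 further: bacterial growth assessed after seven days of incubation; strong numbers were not always called active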
influenza NS1A = H1N1 influenza NS1A inhibitors, functional cell based assay (AID 504329) | inhibition, % at 12.5 µM, or IC50 in µM where a hit was titrated | actives 0.3% (n = 340,000) | NS1A functional cell-based assay, percent inhibition; higher % means a stronger effect; in the data active means a potency from the dose series; inconclusive means inhibition above about 27% without an active follow-up result; further: strong numbers were not always called active
PhoP GFP inhibition = Inhibition of PhoP regulon, Salmonella typhi GFP reporter cells, confirmation, 4 h (AID 1850); inhibition, % at 50 µM, or IC50 in µM where a hit was titrated; Salmonella Typhi PhoP-promoter GFP reporter, fluorescence, 4 h; higher % means a stronger effect; actives 0.33% (n = 310,000); in the data active means a potency from the dose series; inconclusive means inhibition mostly from about 25% at the one dose, without a potency; inactive means the rest, 99 in 100 with inhibition below about 19%;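 further: 0% = induced wells with vehicle and 100% = uninduced wells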
VEEV TC-83 Vero = inhibitors of VEEV TC-83 cytopathic effect, confirmation, Vero cells (AID 588727). Vero cells, VEEV TC-83 cytopathic effect inhibition; higher % means a stronger effect. one-dose inhibition, % at 20 µM; IC50 in µM for titrated hits. actives 0.13% (n = 350,000); in the data active means a potency from the dose series; inconclusive means inhibition mostly from about 14% at the one dose, without a potency; inactive means the rest, 99 in 100 with inhibition below about 12%; further: strong numbers were not always called active
M. tuberculosis = growth inhibition of non-replicating M. tuberculosis (AID 488890); Mycobacterium tuberculosis non-replicating, growth inhibition; higher % means a stronger effect; inhibition, % at 25 µM; hits with a dose series show IC50 in µM; actives 0.39% (n = 320,000); in the data active means a potency from the dose series; inconclusive means inhibition mostly from about 82% at the one dose, without a potency; inactive means the rest, 99 in 100 with inhibition below about 76%;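 further: plate controls were DMSO cells for no effect and high antibiotic wells for full effect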
VEEV TC-83 Vero 10K pilot screen = also measured in VEEV TC-83 Vero; calls as there; inhibition, %; measured here: 10K pilot screen inhibition
An asterisk follows results filed as active; i = inactive; ? = inconclusive; nt = not tested or not shown.

SMILES	H37Rv inhibition	influenza NS1A	PhoP GFP inhibition	VEEV TC-83 Vero	M. tuberculosis	others
COc1ccccc1CNS(=O)(=O)CCNC1CCCCC1	nt	-9%	nt	0.1%	nt
CCOC(=O)c1cc2c(ccn2C)n1Cc1ccc(Cl)cc1	1%	14%	-3%	0.9%	8%
COCC(=O)c1[nH]c2ccccc2c1C	7%	12%	-5%	1.8%	6%
CCOC(=O)c1ccc(NC(=S)Nc2ccccc2N)cc1	?	nt	-4%	nt	49%
CC(=O)CC(C)(C)S(=O)(=O)c1ccc(NC(C)=O)cc1	1%	5%	-12%	2.6%	-11%
Cc1cc(N)n2nc(C)c(-c3ccc(Cl)cc3)c2n1	25%	5%	-19%	3.4%	23%
CC(=O)c1cnc(N(C)C)s1	-5%	-3%	-4%	3.1%	-10%
Cc1ccc(C)c(NC(=O)CSc2nnc(-c3cc(C)[nH]n3)n2N)c1	5%	2%	-41%	i	1%
CCOC(=O)c1[nH]cnc1C(=O)Nc1ccccc1	5%	2%	12%	3.7%	49%
O=C(NCCc1ccc(Cl)cc1)C1CCCN1C(=O)NCc1ccccc1 (stereo not given)	7%	-6%	4%	i	14%
CC1C/C(=C/c2cccs2)C(=O)/C(=C/c2cccs2)C1 (stereo not given)	4%	12%	4%	0.8%	-12%
COc1ccc(S(=O)(=O)N/N=C(/C)c2ccc(C)o2)cc1	6%	10%	0%	0.3%	1%
C#CCNc1ccc(C(=O)OCC)cc1	17%	-3%	7%	0.5%	9%
CCCCn1c(=O)c(CC(C)=O)nc2ccccc21	10%	2%	-2%	i	9%
COC(=O)C(=Cc1ccccc1[N+](=O)[O-])C(=O)OC	?	22%	2%	?	70%
O=C(N/N=C/c1ccc([N+](=O)[O-])cc1)c1cccnc1	6%	-24%	6%	1.4%	-4%
COc1ccccc1NS(=O)(=O)c1cc(NC(=O)c2cccs2)ccc1N1CCCC1	21%	-10%	1%	7.2%	25%
COc1ccc(NC(=O)Cn2c(=O)sc3ccccc32)c(OC)c1	13%	-6%	-10%	2.0%	10%
CCCCN(C(=O)c1cccc(S(=O)(=O)N2CC(C)OC(C)C2)c1)c1c(N)n(CC(C)C)c(=O)[nH]c1=O (stereo not given)	-24%	-1%	2%	1.1%	7%
C=CCOc1c(OC)cc(/C=N/Nc2cccc(C(=O)O)c2)c(Br)c1Br	6%	-2%	-14%	0.3%	15%
CN(CC(=O)Nc1ccc(F)cc1)C(=O)CN1C(=O)NC2(CCCc3ccccc32)C1=O (stereo not given)	-10%	-10%	-7%	2.4%	-12%
COc1cccc(CN2CCN(C(=O)c3oc4c(F)cccc4c3C)CC2=O)c1	12%	-3%	-3%	1.8%	4%
COc1ccccc1/C=C/C=N/n1c(-c2cc(C)[nH]n2)n[nH]c1=S	-5%	13%	-4%	2.5%	-17%
Cc1cccc(N(C)C(=O)c2cc(S(=O)(=O)N3CCc4ccccc43)cn2C)c1	-18%	6%	0%	i	3%	VEEV TC-83 Vero 10K pilot screen=0.1

No new results follow: 23 of the compounds above.
SMILES	H37Rv inhibition	influenza NS1A	PhoP GFP inhibition	VEEV TC-83 Vero	M. tuberculosis	others
COc1ccccc1CNS(=O)(=O)CCNC1CCCCC1	nt	-9%	nt	0.1%	nt
CCOC(=O)c1cc2c(ccn2C)n1Cc1ccc(Cl)cc1	1%	14%	-3%	0.9%	8%
COCC(=O)c1[nH]c2ccccc2c1C	7%	12%	-5%	1.8%	6%
CCOC(=O)c1ccc(NC(=S)Nc2ccccc2N)cc1	?	nt	-4%	nt	49%
CC(=O)CC(C)(C)S(=O)(=O)c1ccc(NC(C)=O)cc1	1%	5%	-12%	2.6%	-11%
Cc1cc(N)n2nc(C)c(-c3ccc(Cl)cc3)c2n1	25%	5%	-19%	3.4%	23%
CC(=O)c1cnc(N(C)C)s1	-5%	-3%	-4%	3.1%	-10%
Cc1ccc(C)c(NC(=O)CSc2nnc(-c3cc(C)[nH]n3)n2N)c1	5%	2%	-41%	i	1%
CCOC(=O)c1[nH]cnc1C(=O)Nc1ccccc1	5%	2%	12%	3.7%	49%
O=C(NCCc1ccc(Cl)cc1)C1CCCN1C(=O)NCc1ccccc1 (stereo not given)	7%	-6%	4%	i	14%
CC1C/C(=C/c2cccs2)C(=O)/C(=C/c2cccs2)C1 (stereo not given)	4%	12%	4%	0.8%	-12%
COc1ccc(S(=O)(=O)N/N=C(/C)c2ccc(C)o2)cc1	6%	10%	0%	0.3%	1%
C#CCNc1ccc(C(=O)OCC)cc1	17%	-3%	7%	0.5%	9%
CCCCn1c(=O)c(CC(C)=O)nc2ccccc21	10%	2%	-2%	i	9%
COC(=O)C(=Cc1ccccc1[N+](=O)[O-])C(=O)OC	?	22%	2%	?	70%
O=C(N/N=C/c1ccc([N+](=O)[O-])cc1)c1cccnc1	6%	-24%	6%	1.4%	-4%
COc1ccccc1NS(=O)(=O)c1cc(NC(=O)c2cccs2)ccc1N1CCCC1	21%	-10%	1%	7.2%	25%
COc1ccc(NC(=O)Cn2c(=O)sc3ccccc32)c(OC)c1	13%	-6%	-10%	2.0%	10%
CCCCN(C(=O)c1cccc(S(=O)(=O)N2CC(C)OC(C)C2)c1)c1c(N)n(CC(C)C)c(=O)[nH]c1=O (stereo not given)	-24%	-1%	2%	1.1%	7%
C=CCOc1c(OC)cc(/C=N/Nc2cccc(C(=O)O)c2)c(Br)c1Br	6%	-2%	-14%	0.3%	15%
CN(CC(=O)Nc1ccc(F)cc1)C(=O)CN1C(=O)NC2(CCCc3ccccc32)C1=O (stereo not given)	-10%	-10%	-7%	2.4%	-12%
COc1cccc(CN2CCN(C(=O)c3oc4c(F)cccc4c3C)CC2=O)c1	12%	-3%	-3%	1.8%	4%
COc1ccccc1/C=C/C=N/n1c(-c2cc(C)[nH]n2)n[nH]c1=S	-5%	13%	-4%	2.5%	-17%

Pulled by structure from above:
SMILES	H37Rv inhibition	influenza NS1A	PhoP GFP inhibition	VEEV TC-83 Vero	M. tuberculosis	others
Cc1cc(N)n2nc(C)c(-c3ccc(Cl)cc3)c2n1	25%	5%	-19%	3.4%	23%
CCCCN(C(=O)c1cccc(S(=O)(=O)N2CC(C)OC(C)C2)c1)c1c(N)n(CC(C)C)c(=O)[nH]c1=O (stereo not given)	-24%	-1%	2%	1.1%	7%
CN(CC(=O)Nc1ccc(F)cc1)C(=O)CN1C(=O)NC2(CCCc3ccccc32)C1=O (stereo not given)	-10%	-10%	-7%	2.4%	-12%

Continuation:
SMILES	H37Rv inhibition	influenza NS1A	PhoP GFP inhibition	VEEV TC-83 Vero	M. tuberculosis	others
CCOC(=O)c1ccccc1-n1c(C)cc(C2N=C(N)Nc3nc4ccccc4n32)c1C (stereo not given)	?	21%	37µM*	i	73%
COc1ccc(CN(CCc2ccccc2)Cc2ccccc2)cc1OC	9%	-1%	0%	0.1%	32%
CCc1cc(=O)[nH]c(SCC(=O)N2CCOCC2)n1	-7%	-2%	12%	0.6%	-12%
CC(C)CNC(=O)COC(=O)c1c2c(nc3ccccc13)/C(=C\c1cccs1)CC2	nt	-18%	nt	9.9%	nt
O=C(Nc1ccccc1Cl)O/N=C/c1ccc(F)cc1	nt	-2%	nt	1.6%	nt
Cc1ccc(NC(=O)c2cccs2)cc1	-8%	-6%	-4%	0.2%	8%
O=Cc1cccn1-c1nccc(-c2ccco2)n1	33%	1%	-6%	i	-1%
CCc1ccc(CN2CCCC(CNS(=O)(=O)c3ccc(OC)cc3)C2)cc1 (stereo not given)	2%	1%	-14%	5.4%	22%
Cc1c(/C=N/Nc2nc3ccccc3[nH]2)c2ccccc2n1C	?	19%	19%	14%	42%
O=P(O)(Cc1ccccc1)Cc1ccccc1	-11%	0%	-1%	i	-5%
CCOC(=O)C1=C(C)NC(C)=C(C(=O)OCC)C1C(=O)OCC(=O)NCc1ccccc1	3%	-8%	nt	7.2%	9%
CCn1cc(C2C(C(=O)Nc3ccc(Br)cn3)=C(C)NC3=C2C(=O)CCC3)c(C)n1 (stereo not given)	-1%	-2%	-9%	1.3%	7%
Fc1ccc(C2CC(c3ccco3)n3ncnc3N2)cc1 (stereo not given)	10%	0%	4%	0.7%	6%
CCN1CCN(c2nc(-c3ccccc3)nc3ccccc23)CC1	4%	2%	-7%	1.4%	4%
COc1ccc(CNc2nc3nc4c(c(=O)n3[nH]2)CCC4)cc1	?	-1%	-5%	3.2%	74%
Cc1csc(SC(C)C(=O)NC2CCCCC2C)n1 (stereo not given)	0%	-5%	-2%	1.1%	10%
O=[N+]([O-])c1ccc(S(=O)(=O)NNC(=S)NCCc2ccccc2)cc1	-6%	-8%	-5%	1.3%	5%
O=C(O)C1CC(=O)N(CCOc2ccccc2)C1 (stereo not given)	-6%	9%	-8%	1.0%	0%
CC(=O)Nc1cccc(NC(=O)C(=O)NCC(c2ccco2)N2CCc3ccccc32)c1 (stereo not given)	41%	0%	0%	8.2%	20%
COc1ccc(CN2CCCN(C)CC2)c(OC)c1C	4%	-11%	-7%	i	-5%
CCCOC(=O)c1ccc(Oc2coc3c(CN(CC)CC)c(O)ccc3c2=O)cc1	-3%	6%	4%	1.0%	-4%
CCCn1c(SCC(=O)Nc2nnc(C(C)C)s2)nc2c1c(=O)n(C)c(=O)n2C	-9%	-3%	3%	2.5%	10%
COc1ccc2[nH]c(=O)c(CN(Cc3ccccc3)C(=S)NCC3CCCO3)cc2c1 (stereo not given)	-1%	7%	-4%	11%	14%
CCNC(=O)NC1(C(=O)Nc2ccc3c(c2)OCCO3)CCCCC1	2%	7%	10%	0.8%	-2%
O=C(CCC(=O)N1CCCC1)Nc1ccc([N+](=O)[O-])cc1	4%	-3%	2%	1.1%	-9%
CCOC(=O)c1[nH]c(C)c(CN(CCc2ccccc2)C(=O)CCC(=O)O)c1C	-8%	0%	19%	0.6%	nt
COc1cc(OC)c(OC)cc1/C=C(\C#N)C(=O)NCc1cccs1	-6%	-11%	-5%	9.5%	-1%
O=C(NCc1ccc2c(c1)OCO2)c1cc2ncc(Br)cn2n1	-5%	-1%	-2%	1.6%	-15%
COc1ccc(CCNC(=O)CSc2nc3sc(C(=O)O)c(C)c3c(=O)[nH]2)cc1OC	-5%	-7%	-4%	0.1%	-9%
CCN(CC)C(=O)C1CCCN(Cc2ccccc2C(F)(F)F)C1 (stereo not given)	7%	-15%	-16%	i	11%
COc1ccc(NC(=O)CCCN2C(=O)/C(=C\c3ccco3)SC2=S)cc1	-1%	12%	-14%	13%	7.9µM*
Cc1cccc(C(=O)Nc2ccc(O)cc2)c1	-3%	1%	-3%	i	4%	VEEV TC-83 Vero 10K pilot screen=0.4
COc1ccc(CCC(C)NCCc2ccccc2)cc1 (stereo not given)	-12%	9%	12%	0.2%	-2%
CCN(CC)S(=O)(=O)c1ccc(C(=O)NCC(c2cccs2)N2CCOCC2)cc1 (stereo not given)	-7%	-5%	11%	0.5%	3%
Cc1nn(CCC(=O)NNC(=S)Nc2ccc(F)cc2)c(C)c1[N+](=O)[O-]	-2%	5%	10%	2.4%	-3%
Cc1ccc(-c2cc(C(=O)N/N=C\c3cnn(C)c3C)c3ccccc3n2)cc1C	16%	10%	-1%	8.8%	-6%
O=S(=O)(c1cccc2cccnc12)N1CCN(c2ccc(F)cc2)CC1	10%	-8%	4%	1.4%	27%
NS(=O)(=O)c1ccc(NCCCn2ccnc2)c([N+](=O)[O-])c1	5%	-15%	10%	i	-2%
CCc1c(C)nc(SCCOc2ccc(OC)cc2)[nH]c1=O	-4%	-4%	9%	6.7%	nt
CN1CCN(c2ccc(NC(=O)c3ccc4c(c3)OCO4)cc2)CC1	-4%	-1%	7%	0.9%	-5%
Cn1c(=O)c2c(nc(NCCO)n2C)n(C)c1=O	9%	-2%	-12%	0.4%	5%
Cn1nccc1C(=O)NC1CCCc2c1cnn2-c1ccc(C(C)(C)C)cc1 (stereo not given)	18%	-3%	-6%	i	22%
COc1ccc(Cn2c(C)c(C)c(C#N)c2NC(=O)Nc2ccccc2)cc1	2%	0%	-5%	1.6%	-5%
CC(=O)c1cnn(-c2cc(Oc3ccccc3C)ncn2)c1C	2%	1%	-2%	3.1%	1%	VEEV TC-83 Vero 10K pilot screen=2.2
Cc1oc(-c2ccccc2F)nc1CS(=O)(=O)CC(=O)N1CCN(Cc2ccccc2)CC1	-6%	24%	-10%	0.6%	1%
